Screening data from PubChem BioAssay.
CYP2C9 inhib – inhibitors of human CYP2C9; P11712; CYP2C9 Supersomes, luciferin-H conversion, luminescence; inhibition, % at 5 µM; 20% of 96,000 active; AID 777;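 active means blocking of liver enzyme CYP2C9 beyond about 50% at 5 µM, limit read from the data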; further: values of inactives mirror those of a sister screen read the other way
CD11b adhes inh – blocks human CD11b/CD18 adhesion to fibrinogen. P05107+P11215. K562 CD11b/CD18 adhesion to fibrinogen, ATPlite luminescence; Mn2+ added to activate the integrin. inhibition, % at 10 µM. 0.54% of 93,000 active. AID 1497;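 active means primary inhibition of 50% or more at 10 µM, then 40% or more on retest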; further: some results filed as inactive read as strong as hits
CYP2C19 inhib – human CYP2C19 inhibition; P33261; CYP2C19 Supersomes, luciferin-H EGE luminescence, 30 min; inhibition, % at 5 µM; 21% of 96,000 active;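 active means CYP2C19 inhibition above a set limit at 5 µM in the primary screen, cut at about 50% in these data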;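 further: plate controls were negative control wells for no effect and 2.5 mM tranylcypromine positive control for full effect; values of inactives mirror those of a sister screen read the other way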
Target sequence (P33261 whole entry, looked up): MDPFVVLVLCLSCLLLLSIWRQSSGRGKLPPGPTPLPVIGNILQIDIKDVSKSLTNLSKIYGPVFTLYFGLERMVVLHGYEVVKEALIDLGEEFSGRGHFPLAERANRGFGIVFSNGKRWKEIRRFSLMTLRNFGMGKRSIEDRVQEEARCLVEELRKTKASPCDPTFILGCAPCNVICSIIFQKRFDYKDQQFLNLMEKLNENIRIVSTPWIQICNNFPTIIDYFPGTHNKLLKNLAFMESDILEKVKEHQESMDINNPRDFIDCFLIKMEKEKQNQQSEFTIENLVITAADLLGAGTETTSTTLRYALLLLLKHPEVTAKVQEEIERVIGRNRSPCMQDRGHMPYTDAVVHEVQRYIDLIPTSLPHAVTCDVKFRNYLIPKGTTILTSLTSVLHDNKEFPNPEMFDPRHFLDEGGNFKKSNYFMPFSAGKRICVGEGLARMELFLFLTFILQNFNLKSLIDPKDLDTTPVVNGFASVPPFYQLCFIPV
Pyk2 oligo antag – Pyk2 (human) oligomerization antagonism; Q14289; Q293 cells, Pyk2 FERM NanoBiT luminescence; active compounds read low; z-score (the deposit names both 25 µM and 10 µM); 0.83% of 99,000 active;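 active means Z-score of -3 or lower, scaled per plate to the spread of control and sample wells; inactive means z-score above -3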;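 further: negative z-score means lost luminescence so less FERM oligomerization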
CYP2C19 act – activators of human cytochrome P450 2C19 | P33261 | recombinant CYP2C19, luciferin-H EGE luminescence; active compounds read high; 0 = fully inhibited enzyme, 1 = untreated enzyme | activation factor at 5 µM | 96,000 tested, under 10 active | AID 1025;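 active means activation factor of at least 2 at 5 µM in the primary screen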;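 further: 0 = wells with 2.5 mM tranylcypromine and 1 = vehicle-only wells; values of inactives mirror those of a sister screen read the other way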
MT1-MMP txn act – activates MT1-MMP transcription; activation factor at 10 µM; HT1080 MT1-MMP promoter luciferase reporter, luminescence, overnight; active compounds read high; 0.16% of 86,000 active;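 active means activation factor of at least 2 for MT1-MMP transcription at 10 µM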
CD11b adhes enh – enhancers of human CD11b/CD18 binding to fibrinogen | 0.07% of 93,000 active | P05107+P11215 | K562 CD11b/CD18 adhesion to fibrinogen, ATPlite luminescence | activation, % at 10 µM;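 active means 10 µM primary screen giving 50% or more activity, confirmed by 40% or more on retest at that dose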; further: strong numbers were not always called active; reference of the scale not given here
CYP2C9 act – CYP2C9 (human) activation. P11712. recombinant CYP2C9, luciferin-H conversion, luminescence; active compounds read high; factor 1 = untreated enzyme, 0 = blocked. activation factor at 5 µM. 1.4% of 96,000 active;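 active means activation factor of 2 or more for CYP2C9 at a 5 µM dose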;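 further: 0 = sulfaphenazole-blocked wells and 1 = vehicle-only wells; values of inactives mirror those of a sister screen read the other way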
PLAP activator – activators of human placental alkaline phosphatase; P05187; activation fold at 20 µM; AID 696; purified PLAP enzyme, luminescent substrate read-out; active compounds read high; 1.2% of 96,000 active; in the data active means activation fold above about 2
Target sequence (P05187 whole entry, looked up): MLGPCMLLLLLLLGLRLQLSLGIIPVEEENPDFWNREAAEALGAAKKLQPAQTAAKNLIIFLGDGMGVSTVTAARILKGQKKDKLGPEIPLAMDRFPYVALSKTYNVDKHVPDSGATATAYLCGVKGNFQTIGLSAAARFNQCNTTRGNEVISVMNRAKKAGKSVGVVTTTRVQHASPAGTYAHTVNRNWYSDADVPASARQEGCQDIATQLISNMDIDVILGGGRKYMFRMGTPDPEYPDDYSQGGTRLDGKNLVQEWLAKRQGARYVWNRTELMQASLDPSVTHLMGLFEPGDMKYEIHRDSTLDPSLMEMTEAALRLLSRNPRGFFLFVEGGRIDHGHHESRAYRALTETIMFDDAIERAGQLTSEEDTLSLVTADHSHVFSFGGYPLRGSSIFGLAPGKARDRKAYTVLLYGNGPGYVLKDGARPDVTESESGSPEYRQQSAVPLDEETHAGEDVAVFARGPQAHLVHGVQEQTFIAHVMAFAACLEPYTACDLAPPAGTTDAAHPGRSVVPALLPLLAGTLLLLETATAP
Active calls of the source: *; x = no result given.

SMILES	CYP2C9 inhib	CD11b adhes inh	CYP2C19 inhib	Pyk2 oligo antag	CYP2C19 act	MT1-MMP txn act	CD11b adhes enh	CYP2C9 act	PLAP activator
COc1ccc(NC(=O)CN(C)S(=O)(=O)c2ccc(Cl)cc2)c([N+](=O)[O-])c1	-3.9	-2.7	-2.5	0.56	1	x	-1.0	1	1
Cc1nc2sc(C(c3cccc(F)c3)N3CC(C)OC(C)C3)c(O)n2n1 (centres undefined)	-1.7	3.1	24.6	-0.18	0.8	1.1	-7.2	1	1.2
COc1ccccc1C1/C(=C(\O)c2ccc3c(c2)OCCO3)C(=O)C(=O)N1CCCN(C)C (centres undefined)	-5.1	6.1	-0.5	x	1	1	5.9	1.1	1
C=CCn1c(COc2ccc(F)cc2)nnc1SCC(=O)N1CC(=O)Nc2ccccc21	-109.8	9.9	47.7	0.33	0.5	0.9	-1.5	2.1*	1.2
CCc1cc2cc3c(cc2nc1SCC(=O)Nc1nccs1)OCO3	-8.8	x	-7.6	-0.09	1.1	x	x	1.1	0.9
O=C(c1cnc2n(c1=O)CCS2)N1CCN(c2ccccc2F)CC1	-4.3	-19.7	33.8	x	0.7	x	2.9	1	0.9
O=C(Nc1ccc(O)cc1)c1cc2n(n1)C(C(F)(F)F)CC(c1ccco1)N2 (centres undefined)	38.3	-14.6	47.5	-0.47	0.5	0.9	0.1	0.6	1.1
CCOc1ccccc1N/C=C(\C#N)c1nc2ccccc2n1C	18.9	-7.9	-26.8	1.72	1.3	1.3	20.6	0.8	1.3
CCc1ccccc1NC(=O)CCN1C(=O)c2ccccc2C1=O	-12.1	-31.4	32.5	-0.13	0.7	x	-2.1	1.1	0.8
Oc1c(CN2CCN(c3ccc(F)cc3)CC2)cc(Cl)c2cccnc12	4.6	12.0	18.8	-0.12	0.8	1	25.6	1	1.8
COCC(=O)NCc1nc2ccccc2[nH]1	-12.1	-6.6	-5.5	0.04	1.1	0.9	2.9	1.1	0.8
N#Cc1ccc(NC(=O)CCc2ccc(S(=O)(=O)N3CCOCC3)cc2)cc1	70.5*	-11.6	15.0	0.27	0.8	x	-1.8	0.3	1
O=C(CCN1C(=O)c2ccncc2C1=O)NCc1ccc(Cl)cc1	18.6	x	-3.1	0.69	1	1	x	0.8	0.9
Cc1cnc(C(=O)Nc2ccc(F)c(F)c2)cn1	0.9	-41.9	14.0	0.09	0.9	1.5	0.8	1	0.9
Brc1ccc2nc3c(n2c1)CCCC3	-44.8	1.1	28.3	-0.56	0.7	0.9	-3.4	1.4	1.2
Cc1[nH]nc2ncc(C(=O)c3cc(F)ccc3O)cc12	-9.5	1.1	58.2*	-0.58	0.4	1.3	-1.5	1.1	1.4
CC1CCN(C(=O)CSc2nc3ccccc3s2)CC1	63.4*	-2.2	56.6*	0.13	0.4	1.3	0.0	0.4	0.9
Cc1cc(C)cc(Oc2cc(NC(=O)c3cn(C)nc3C)cc([N+](=O)[O-])c2)c1	48.0	0.8	24.0	-0.93	0.8	x	0.0	0.5	0.9
O=S(=O)(NCc1ccco1)N1CCOCC1	5.6	-4.2	6.6	0.16	0.9	1.1	-3.2	0.9	0.9
COC(=O)c1cn(-c2ccccc2)nc1C(=O)OC	-0.8	18.1	7.4	0.81	0.9	x	-1.8	1	1.1
COc1ccc(N2CCN(c3nc4ccccc4nc3NS(=O)(=O)c3ccccc3)CC2)cc1	98.5*	15.4	53.1*	-0.05	0.5	x	-5.0	0	1.6
O=C1CSC(c2cn(-c3ccccc3)nc2-c2ccccc2)N1Cc1ccco1 (centres undefined)	96.2*	2.4	85.7*	-1.59	0.1	1.1	0.1	0	1.7
Cc1ccc(C)c2[nH]c(=O)c(CN(CCN3CCCC3)C(=O)Nc3ccc(F)cc3)cc12	29.6	-2.2	28.1	-0.11	0.7	1.1	4.2	0.7	1.4
O=C(NCc1ccco1)c1cc(-c2ccccc2)c(N2CCOCC2)s1	26.5	5.7	21.6	-0.71	0.8	1.2	-4.5	0.7	0.8
Cc1cc(NS(=O)(=O)N(C)C)ccc1C(C)C	77.1*	-1.2	90.0*	1.12	0.1	x	-7.2	0.2	1.1
CCCc1nc(-c2ccc(-c3ccc(F)cc3)cc2)no1	37.3	18.3	35.1	-0.52	0.6	1.4	-1.1	0.6	0.8
CC1Cc2ccccc2C(=O)N1 (centres undefined)	-8.1	-9.6	-9.0	-0.21	1.1	1.3	2.9	1.1	0.9
Cc1cccc(S(=O)(=O)c2c(N)n(/N=C/c3ccco3)c3nc4ccccc4nc23)c1	85.7*	16.1	61.2*	-0.2	0.4	0.8	2.1	0.1	1.6
CCc1ccccc1NC(=O)Cn1nc(C(F)(F)F)cc1C1CC1	5.0	-1.1	83.0*	-0.43	0.2	x	-1.5	0.9	1
Cc1ccccc1N1C(=O)c2ccccc2C1Nc1cccnc1 (centres undefined)	0.6	2.8	7.8	x	0.9	1	0.2	1	0.9

16 structures from above, sorted by molar mass, rising.
SMILES	CYP2C9 inhib	CD11b adhes inh	CYP2C19 inhib	Pyk2 oligo antag	CYP2C19 act	MT1-MMP txn act	CD11b adhes enh	CYP2C9 act	PLAP activator
CC1Cc2ccccc2C(=O)N1 (centres undefined)	-8.1	-9.6	-9.0	-0.21	1.1	1.3	2.9	1.1	0.9
Cc1cnc(C(=O)Nc2ccc(F)c(F)c2)cn1	0.9	-41.9	14.0	0.09	0.9	1.5	0.8	1	0.9
Brc1ccc2nc3c(n2c1)CCCC3	-44.8	1.1	28.3	-0.56	0.7	0.9	-3.4	1.4	1.2
Cc1cc(NS(=O)(=O)N(C)C)ccc1C(C)C	77.1*	-1.2	90.0*	1.12	0.1	x	-7.2	0.2	1.1
COC(=O)c1cn(-c2ccccc2)nc1C(=O)OC	-0.8	18.1	7.4	0.81	0.9	x	-1.8	1	1.1
Cc1[nH]nc2ncc(C(=O)c3cc(F)ccc3O)cc12	-9.5	1.1	58.2*	-0.58	0.4	1.3	-1.5	1.1	1.4
CCCc1nc(-c2ccc(-c3ccc(F)cc3)cc2)no1	37.3	18.3	35.1	-0.52	0.6	1.4	-1.1	0.6	0.8
CC1CCN(C(=O)CSc2nc3ccccc3s2)CC1	63.4*	-2.2	56.6*	0.13	0.4	1.3	0.0	0.4	0.9
Cc1ccccc1N1C(=O)c2ccccc2C1Nc1cccnc1 (centres undefined)	0.6	2.8	7.8	x	0.9	1	0.2	1	0.9
CCc1ccccc1NC(=O)Cn1nc(C(F)(F)F)cc1C1CC1	5.0	-1.1	83.0*	-0.43	0.2	x	-1.5	0.9	1
O=C(CCN1C(=O)c2ccncc2C1=O)NCc1ccc(Cl)cc1	18.6	x	-3.1	0.69	1	1	x	0.8	0.9
O=C(NCc1ccco1)c1cc(-c2ccccc2)c(N2CCOCC2)s1	26.5	5.7	21.6	-0.71	0.8	1.2	-4.5	0.7	0.8
Cc1cc(C)cc(Oc2cc(NC(=O)c3cn(C)nc3C)cc([N+](=O)[O-])c2)c1	48.0	0.8	24.0	-0.93	0.8	x	0.0	0.5	0.9
N#Cc1ccc(NC(=O)CCc2ccc(S(=O)(=O)N3CCOCC3)cc2)cc1	70.5*	-11.6	15.0	0.27	0.8	x	-1.8	0.3	1
O=C1CSC(c2cn(-c3ccccc3)nc2-c2ccccc2)N1Cc1ccco1 (centres undefined)	96.2*	2.4	85.7*	-1.59	0.1	1.1	0.1	0	1.7
Cc1ccc(C)c2[nH]c(=O)c(CN(CCN3CCCC3)C(=O)Nc3ccc(F)cc3)cc12	29.6	-2.2	28.1	-0.11	0.7	1.1	4.2	0.7	1.4

More structures.
SMILES	CYP2C9 inhib	CD11b adhes inh	CYP2C19 inhib	Pyk2 oligo antag	CYP2C19 act	MT1-MMP txn act	CD11b adhes enh	CYP2C9 act	PLAP activator
COc1ccc(N(CC(O)Cn2nnc3ccccc32)S(=O)(=O)c2ccc(C)cc2)cc1 (centres undefined)	68.8*	36.5	86.3*	-0.86	0.1	1.3	0.1	0.3	1.7
O=C(CSc1n[nH]c(-c2cccs2)n1)NCc1cccs1	24.8	x	69.1*	1.02	0.3	1	x	0.8	0.9
COc1cccc(NC(=O)C(NCC(C)(C)CN(C)C)c2ccccc2)c1 (centres undefined)	2.0	6.3	6.4	1.87	0.9	x	-0.7	1	1.5
Cc1ccc(/C(CSc2nccn2-c2ncc(C(F)(F)F)cc2Cl)=N\O)cc1	51.9*	12.1	55.9*	-0.5	0.4	x	1.9	0.5	1
CC(=O)c1c(C)[nH]c(C(=O)CSc2nnc(C3CCCCC3)n2N)c1C	4.0	2.9	-4.1	-1.04	1	1.1	0.9	1	1.4
CCC(C)Nc1nc(-c2ccc3c(c2)NC(=O)CO3)cs1 (centres undefined)	34.3	-12.3	49.1	0.23	0.5	1.4	-1.1	0.7	1.1
CCn1c(=O)cc(OCC(=O)N2CCN(C(=O)c3ccco3)CC2)c2ccccc21	-3.0	-45.8	-1.9	0.91	1	1.3	5.9	1	1.1
CCOc1cc(CNc2ccc3c(c2)OCCO3)cc(Br)c1OC	84.4*	24.0	94.0*	-1	0.1	x	-2.0	0.2	1
Cc1c(C(=O)N2CCN(c3ccccc3F)CC2)sc2nc(-c3ccccc3)cn12	3.8	-4.9	-0.5	-1.53	1	1.2	-4.7	1	0.9
CC1CCc2c(sc(NC(=O)CN3CCN(C(=O)c4ccco4)CC3)c2C#N)C1 (centres undefined)	6.5	0.7	9.8	-0.2	0.9	x	37.7	0.9	1.5
COc1ccc(Cc2nc(C(=O)Nc3ccc(OC)cc3)cs2)cc1	43.0	86.7	44.9	0.21	0.6	1.3	-6.3	0.6	0.9
COc1ccc(-c2nnc(SCCC(=O)O)n2-c2ccccc2)cc1	-28.9	6.5	12.3	1.19	0.9	1.1	-5.2	1.3	1
CCCc1cc(=O)n2[nH]c(-c3cc(OC)c(OC)c(OC)c3)nc2n1	-2.5	-3.8	-11.3	0.03	1.1	1.2	2.0	1	1.2
Cn1cnnc1SCc1ccc(C(=O)n2ncc(C#N)c2N)cc1	-4.9	-11.0	-2.8	2.67	1	1.1	-2.4	1	1.1
CCOc1ccc(NC(=O)C2CCC(N3C(=O)C4CC=CCC4C3=O)CC2)cc1 (centres undefined)	52.3*	-10.7	52.2*	0.09	0.5	1.1	0.5	0.5	1.5
CCOc1ccccc1N(CC(=O)Nc1ccc(S(=O)(=O)N2CCOCC2)cc1)S(=O)(=O)c1ccccc1	-1.5	x	-2.4	-1.18	1	x	x	1	1.1
CCOc1ccc(-c2noc(-c3cccnc3)n2)cc1OC	3.2	-0.4	21.2	-0.79	0.8	1.5	1.6	1	1.4
Cc1sc(C(=O)NCc2cccnc2)c2nc(C)n(CC(=O)NCc3cccnc3)c(=O)c12	96.8*	-10.4	58.9*	2.87	0.4	1	-1.0	0	0.7
